Source: PubChem BioAssay
ATG4B inh: ATG4B protease inhibitors, primary screen, biochemical, fluorescence, uHTS; Cysteine protease ATG4B (Homo sapiens), Q9Y4P1; ATG4B cleavage of LC3-PLA2, NBD-HPC fluorescence, 1 h; inhibition, % at 8.33 µM; 340,000 tested, 0.51% active; in the data active means inhibition above about 40%
Target sequence (Q9Y4P1 whole entry, looked up): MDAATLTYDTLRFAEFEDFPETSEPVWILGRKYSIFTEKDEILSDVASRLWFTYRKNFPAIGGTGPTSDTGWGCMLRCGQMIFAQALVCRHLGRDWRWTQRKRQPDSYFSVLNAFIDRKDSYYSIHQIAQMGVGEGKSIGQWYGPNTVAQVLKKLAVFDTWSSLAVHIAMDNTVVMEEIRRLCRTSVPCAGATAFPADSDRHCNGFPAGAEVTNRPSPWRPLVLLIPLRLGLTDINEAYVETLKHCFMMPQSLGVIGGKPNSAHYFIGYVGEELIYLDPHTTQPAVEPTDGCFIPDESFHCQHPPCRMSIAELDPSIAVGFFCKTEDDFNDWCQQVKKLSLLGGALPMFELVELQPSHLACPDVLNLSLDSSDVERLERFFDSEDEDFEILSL
HKDC1 inh: HKDC1 hexokinase inhibitors, primary screen, biochemical, fluorescence, uHTS; inhibition, % at 20 µM; AID 493160, 2011; Q2TB90; 340,000 tested, 0.16% active; recombinant HKDC1, G6PDH/diaphorase resazurin coupled fluorescence;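 active means inhibition above about 35% when tested at 20 µM, limit read from the data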;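 further: plate controls were DMSO wells with enzyme for no effect and DMSO wells lacking enzyme for full effect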
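Test system: Recombinant HKDC1 (HK5) hexokinase enzyme, produced in-house | Input: HKDC1 at 5 µg/mL | Buffer or medium: Tris pH 8.0 buffer with MgCl2, Tween-20, BSA, BME | Schedule: 90 min reaction incubation at room temperature, dark | Technique: Resazurin-to-resorufin fluorescence via G6PDH and diaphorase coupling, 525/613 nm | Controls: DMSO wells with and without enzyme mix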
mIAP act: activators of mouse IAP, primary screen, biochemical, luminescence, uHTS; activation factor at 10 µM; AID 2805, 2010; intestinal alkaline phosphatase [Mus musculus]; muIAP, CDP-Star luminescence, 30 min; stronger effect = higher value; 1 = vehicle-only enzyme signal, 0 = enzyme-free wells; 330,000 tested, 0.24% active;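 active means activation factor of at least 2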; further: the source names both 10 and 20 µM as test concentration; values of inactives mirror those of a sister screen read the other way
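also added = chemiluminescent substrate CDP-Star | test system = mouse IAP enzyme | signal = chemiluminescence readout | compound = DMSO-dissolved test compounds | incubation = 30 min at room temperature | benchmarks = DMSO wells, no-enzyme wells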
A3A deaminase: APOBEC3A ssDNA deaminase inhibitors, primary screen, selectivity assay for APOBEC3G inhibitor project, biochemical, FAM/TAMRA oligo cleavage fluorescence. DNA dC->dU-editing enzyme APOBEC-3A (Homo sapiens), P31941. recombinant A3A, FAM/TAMRA ssDNA deamination fluorescence. inhibition, % at 20 µM. 330,000 tested, 0.41% active. AID 493011, 2011;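 active means at least 40% inhibition at 20 µM here, with at most 30% in a related deaminase screen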;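 further: plate controls were A3A with DMSO for no effect and wells lacking A3A enzyme for full effect; some results filed as inactive read as strong as hits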
Target sequence (P31941 whole entry, looked up): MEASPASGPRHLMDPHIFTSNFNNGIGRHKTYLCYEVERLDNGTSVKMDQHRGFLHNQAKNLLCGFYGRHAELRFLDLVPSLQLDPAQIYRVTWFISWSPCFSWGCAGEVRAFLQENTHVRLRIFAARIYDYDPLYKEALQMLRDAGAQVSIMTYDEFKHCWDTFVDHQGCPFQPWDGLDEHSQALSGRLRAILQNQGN
PfGluPho inh: PfG6PD enzyme inhibitors, primary screen, biochemical, fluorescence intensity, uHTS; PfGluPho enzyme, NADPH resazurin-diaphorase fluorescence; inhibition, % at 20 µM; 350,000 tested, 0.78% active;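 active means inhibition reaching at least a set limit at 20 µM in the primary screen, cut at about 59% in these data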;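 further: 0% = DMSO wells with substrate and 100% = DMSO wells lacking glucose-6-phosphate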
hIAP act: human IAP activators, primary screen, biochemical, luminescence, uHTS; Intestinal-type alkaline phosphatase (Homo sapiens), P09923; purified human IAP, CDP-Star luminescence, 30 min; stronger effect = higher value; 1 = vehicle-only enzyme, 0 = enzyme-free background; activation factor at 10 µM; 330,000 tested, 0.16% active; AID 2524, 2010;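 active means activation factor of the enzyme at least 2-fold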; further: the source names both 10 and 20 µM as test concentration; values of inactives mirror those of a sister screen read the other way
mIAP block: inhibitors of mouse IAP, primary screen, biochemical, luminescence, uHTS. AID 2806, 2010. intestinal alkaline phosphatase [Mus musculus]. 330,000 tested, 0.2% active. inhibition, % at 10 µM. purified mouse IAP, CDP-Star luminescence, 30 min;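 active means inhibition of at least 40% at 10 µM in the primary screen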;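 further: plate controls were DMSO with enzyme for no effect and no enzyme wells for full effect; values of inactives mirror those of a sister screen read the other way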
hIAP inh: human IAP inhibitors, primary screen, biochemical, luminescence, uHTS; Intestinal-type alkaline phosphatase (Homo sapiens), P09923; purified IAP, CDP-Star luminescence, 30 min; inhibition, % at 10 µM; 330,000 tested, 0.12% active; AID 2544, 2010;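 active means inhibition reaching a set limit with compound at 10 µM in the primary screen, cut at about 35% in these data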;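 further: plate controls were DMSO wells with enzyme for no effect and no-enzyme buffer wells for full effect; values of inactives mirror those of a sister screen read the other way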
* = called active by the depositor. Hits appear at their usual frequency, and some 2.4% of all compounds hit somewhere here.

ATG4B inh,HKDC1 inh,mIAP act,A3A deaminase,PfGluPho inh,hIAP act,mIAP block,hIAP inh,SMILES
1,-5,1.2,-4,-10,0.88,-18,12,Cc1cccc(NS(=O)(=O)c2ccc3c(c2)NC(=O)CC(=O)N3)c1
-3,1,0.94,1,8,1.3,6,-27,CCOC(=O)c1c(N)nn(C(=O)C(C)(C)C)c1-c1ccccc1
-2,-4,1,-6,-3,0.89,-4,11,O=C1CC(c2ccc(F)c(Br)c2)C2=C(CCCC2=O)N1 (configuration not stated)
-7,-8,1,0,8,1.1,-4,-14,O=C(Nc1ccccc1O)c1nc(Cl)ccc1Cl
0,-1,0.92,2,5,0.97,8,3,CCC(C)n1c(-c2cccs2)nc2nc3ccccc3nc21 (configuration not stated)
13,-2,1,-2,-10,1.2,-1,-18,CCOC(=O)C1=C(C)NC(=O)NC1C(C)C (configuration not stated)
2,3,1,6,-17,1,-3,-2,Cc1cc(=O)oc2cc(NC(=O)C3COc4ccccc4O3)ccc12 (configuration not stated)
3,-1,0.94,-1,4,1.1,6,-7,O=C(c1ccc(N2CCOCC2)c([N+](=O)[O-])c1)N1CCCCC1
2,-4,0.99,3,-2,0.87,1,13,O=C(NC1CCCCCCC1)c1ccco1
-3,-4,0.75,3,78*,0.86,25,14,O=c1c2cccc(Cl)c2nc2n1Cc1ccccc1-2
3,-4,1,-7,4,1.1,-2,-7,N#Cc1ccc(CSc2nc(N)cc(=O)[nH]2)cc1
-10,-11,1,-4,5,0.86,0,14,CN(CCC#N)C(=O)COC(=O)/C=C/c1ccc2c(c1)OCO2
-1,-11,0.94,-2,2,1,6,0,CCCOc1cc(C)c(S(=O)(=O)NCCOC)cc1C
-3,-1,1.4,-3,25,1.1,-37,-8,NC(=O)NC(c1ccc(Cl)cc1)c1ccccc1Cl (configuration not stated)
7,-6,1.1,-4,-15,0.95,-12,5,Cc1c(NC(=O)c2nn(C)c(=O)c3ccccc23)c(=O)n(-c2ccccc2)n1C
2,0,0.87,2,26,0.99,13,1,N#C/C(=C\c1ccc(Sc2nc3ccccc3[nH]2)o1)c1ccccc1
-7,-2,0.97,1,-1,1.1,3,-10,CCC(c1nnc(SCC(=O)N2CCOCC2)n1C1CCCCC1)N(C)C (configuration not stated)
-15,-4,0.94,-5,-8,1.1,6,-6,CCOC(=O)/C=C/C(=O)NNC(=O)c1ccccc1Cl
-4,-6,0.99,-4,15,1.2,1,-16,O=C(CSc1nc(-c2ccccc2)nc2c1CCCC2)N1CCOCC1
1,-4,0.96,-8,-14,0.99,4,1,O=C(COc1ccccc1Cl)Nc1cc(Cl)ccc1Oc1ccccc1
-2,-4,1,1,8,0.99,-2,1,COC(=O)c1cn(C(=O)c2ccco2)c2ccccc12
-11,-1,1.1,-2,-5,1,-14,-2,CN(CC(=O)Nc1ccccc1Br)Cc1nc2ccccc2c(=O)[nH]1
-14,0,1,-2,-7,1.2,-3,-17,COc1ccccc1C(CNC(=O)c1cc(C)nc2ccccc12)N(C)C (configuration not stated)
-3,-1,1.1,-2,-6,1,-10,0,NC(N)=NCCCC(NC(=O)c1ccccc1)C(=O)Nc1ccc2ccccc2c1 (configuration not stated)
-17,-4,1.8,-5,5,1,-83,-4,COc1ccc(NC(=O)Nc2ccc3c(c2)C(=O)N([C@@H](C)CO)C[C@@H](C)[C@@H](CN(C)CC2CCCCC2)O3)cc1
0,-3,0.96,1,3,1.8,4,-82,CC1=C(C(=O)OC(C)C)C(c2ccsc2)NC(=O)N1C (configuration not stated)
2,-6,1.1,1,-7,1,-5,0,CC(=O)Nc1c(C(=O)O)oc2ccccc12
-1,-2,0.97,-3,-15,1.2,3,-18,Cc1nc(N2CCCCC2)c2ccsc2n1
3,-9,0.98,-5,11,0.96,2,4,CN(C)Cc1c(O)ccc2c(=O)c(-c3ccccc3Cl)coc12
5,-5,0.98,3,8,1,2,0,COC(=O)c1ccccc1CC1SC(N)=NC1=O (configuration not stated)
-14,0,1.1,1,-2,1,-12,-2,COc1cccc(N2CCN(Cc3ccsc3)CC2)c1
0,-6,0.94,-1,4,1.1,6,-10,Nn1c(COc2ccccc2F)nnc1SCC(=O)NC1CCS(=O)(=O)C1 (configuration not stated)
-6,0,0.95,-1,-6,0.94,5,6,C[C@]12CC[C@@H]3c4ccc(O)cc4CC[C@H]3[C@@H]1C[C@@H](O)[C@@H]2O
13,-9,0.91,-2,-10,1,9,-4,CCN1CCN(CCOc2ccc(Cl)cc2)CC1
-6,-7,0.84,1,24,1.3,16,-27,Cc1n[nH]c(=S)n1/N=C/c1ccc(-c2ccc(Cl)cc2)o1
-7,2,0.96,-2,5,0.93,4,7,CCn1cc(Br)c(C(=O)Nc2ccc(C(=O)OC(C)C)cc2)n1
-10,-1,1,6,-8,0.99,-4,1,CCOc1ccc(OCc2ccc(C(=O)O)o2)cc1
2,-4,0.87,-4,-4,0.96,13,4,Cc1cc(Sc2nc(N)ncc2[N+](=O)[O-])ncn1
-11,-2,0.98,0,-5,0.97,2,3,COC(=O)C1=C(C)N(C)C(C)=C(C(=O)OC)C1c1cccc(Br)c1
0,-2,1.1,0,-11,0.86,-9,14,Cc1cc(C(=O)N2CCN(Cc3ccccc3)CC2)on1
-1,-3,0.97,-4,-36,0.86,3,14,COC(=O)c1ccc(CSc2nnc(NC(=O)C3CCCO3)s2)cc1 (configuration not stated)
5,-1,0.94,0,0,1,6,-3,O=C(N/N=C/c1ccc([N+](=O)[O-])cc1)c1cc(C2CC2)nc2ccccc12
9,-7,0.9,2,17,1.1,10,-7,Cc1noc(C)c1COc1cccc(C(=O)Oc2ccc3c(c2)OCO3)c1
-3,-1,0.87,-8,7,0.98,13,2,CCOc1ccc(CN(C)CC(=O)Nc2ccc([N+](=O)[O-])cc2Cl)cc1
-13,-6,0.96,-4,-23,0.94,4,6,Cc1ccc(N2C(=O)CCC2=O)c(C)c1
0,1,1.1,-4,-17,0.98,-6,2,COc1ccccc1C(=O)Nc1ccnn1C1CCN(C(=O)C(C)(C)C)CC1
6,-1,0.97,7,-7,1,2,-5,CC(C)Cn1c(=S)[nH]c2cc(C(=O)NCc3ccccc3F)ccc2c1=O
-16,-3,1,-1,7,1.7,0,-67,Cc1cccc(NC(=O)c2nc[nH]c2C(=O)NCc2ccccc2)c1
-13,-9,0.98,0,8,0.98,2,2,COc1ccc(Nc2nc(NC(C)(C)C)nc(N3CCOCC3)n2)c(OC)c1
-13,1,0.98,-5,36,1.2,2,-21,Nc1nc2ccccc2n1/N=C/c1ccc2c(c1)OCO2

Random excerpt: 3 entries already listed, in no set order.
ATG4B inh,HKDC1 inh,mIAP act,A3A deaminase,PfGluPho inh,hIAP act,mIAP block,hIAP inh,SMILES
13,-9,0.91,-2,-10,1,9,-4,CCN1CCN(CCOc2ccc(Cl)cc2)CC1
-10,-1,1,6,-8,0.99,-4,1,CCOc1ccc(OCc2ccc(C(=O)O)o2)cc1
-6,0,0.95,-1,-6,0.94,5,6,C[C@]12CC[C@@H]3c4ccc(O)cc4CC[C@H]3[C@@H]1C[C@@H](O)[C@@H]2O

(next part)
ATG4B inh,HKDC1 inh,mIAP act,A3A deaminase,PfGluPho inh,hIAP act,mIAP block,hIAP inh,SMILES
-5,-14,0.95,2,-2,1.5,5,-48,O/N=C/c1ccc2cccc(O)c2n1
7,-3,1.1,3,-16,1.1,-6,-14,CCOc1ccc(CCNC(=O)c2nnn(CC(=O)Nc3ccccc3C)c2N)cc1OCC
7,-6,0.91,-2,-8,0.86,9,14,Cc1ccc(NC(=S)N2CCC(O)CC2)c(C)c1
3,1,1.5,1,-6,0.97,-48,3,O=C(COC(=O)c1ccc2[nH]c3c(c2c1)CCCC3)Nc1ccccc1Cl
2,3,0.97,-2,-15,1,3,-4,CNC(=O)Nc1cccc(NC(=O)NC)n1
1,-3,0.86,-2,-25,1.1,14,-7,Cc1ccc(C)c(S(=O)(=O)Nc2ccc(C(=O)NCC(c3ccco3)N3CCCCC3)cc2)c1 (configuration not stated)
-2,7,0.93,3,-4,1.1,7,-6,CCNC(=O)CSc1nnc(C2CC2)n1-c1ccccc1
-6,-2,1,0,3,0.98,-2,2,CCOC(=O)Cn1c(=O)oc2cc(S(=O)(=O)Nc3cc(Cl)ccc3OC)ccc21
26,1,0.96,-6,7,0.92,4,8,S=C(NCc1ccco1)Nc1cccc(Cl)c1Cl
12,4,0.99,42*,-21,1.1,1,-14,CN(c1ccc(Br)cc1)S(=O)(=O)c1ccc2[nH]cc(C(=O)NCCN3CCOCC3)c(=O)c2c1
0,4,0.97,1,-6,1.1,3,-11,CCOC(=O)c1c(C(C#N)C#N)cc(C)nc1C
6,-4,0.91,8,-4,1,9,-5,O=C(COC(=O)c1ccc(S(=O)(=O)NCc2ccco2)cc1)NCCC1=CCCCC1
-5,-5,1.1,1,5,1.1,-13,-13,CC(C)CC(=O)Nc1cccc(NC(=O)c2ccccc2Cl)c1
-11,2,0.91,11,8,0.91,9,9,Cc1ccc(NC(=O)CN(C)C(=O)c2cccc(S(=O)(=O)NCc3ccco3)c2)cc1
-6,-2,0.89,-3,-1,1.2,11,-20,CC(C)CN(C(=O)c1ccc(S(=O)(=O)N2CCCCC2)cc1)C1CCS(=O)(=O)C1 (configuration not stated)
